# SK-BR-3 tox 24h: SK-BR-3 proliferation inhibitors, primary screen, cell-based, human, 24 h | AID 847, 2007 | SK-BR-3 viability, CellTiter-Glo ATP luminescence; stronger effect = lower value | 41,000 tested, 0.47% active | viability, % at 10 µM;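 active = viability at or below the median of all test compounds minus 3 SD, in both replicates if run twice, cut at about 45% in these data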;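 note: 100% = median untreated cell wells and 0% = median positive control drug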
# Active calls of the source: *.
No.	smiles	SK-BR-3 tox 24h
1	Cc1ccccc1N1C(=O)CC(Sc2nnc(-c3ccccc3)o2)C1=O (centres undefined)	4.5*
2	Cc1sc2c(c1C)CN(Cc1ccco1)CN2C(=O)c1ccccc1	76
3	Cc1ccccc1OCCCC(=O)Nc1ccc2c(c1)OCO2	86
4	COc1cccc(N2C(=O)C(O)=C(C(C)=O)C2c2ccc(OC)c(OC)c2)c1 (centres undefined)	105
5	Cc1ccc(C(=O)Nc2nnc(-c3ccncc3)s2)o1	126
6	Cc1onc(-c2c(F)cccc2Cl)c1C(=O)Nc1ccc(S(=O)(=O)Nc2ncccn2)cc1	89
7	CCOC(=O)N1CCN(C(=O)C(c2ccccc2)c2ccccc2)CC1	93
8	COc1ccc(-c2nc3n(n2)C(c2ccccc2)C2=C(CCCC2=O)N3)cc1OC (centres undefined)	80
9	CCOc1ccc(-c2noc(=O)[nH]2)cc1	102
10	CC(NC(=O)OCc1ccccc1)C(=O)NCC1CCCO1 (centres undefined)	96
11	Brc1ccccc1-c1nnc2sc(Cc3ccccc3)nn12	75
12	CC(=O)N1CCc2cc(Br)cc(S(=O)(=O)N3CCN(c4ccccn4)CC3)c21	88
13	Cc1c(C(=O)N2CCCC2)nnn1-c1nonc1N	98
14	Cc1ccc(-c2nn3c(-c4ccco4)nnc3c3ccccc23)cc1S(=O)(=O)NCC1CCCO1 (centres undefined)	78
15	CC(=O)Nc1ccc(S(=O)(=O)N2CCC(n3cnc4cc(F)ccc43)CC2)cc1	82
16	Cc1ccc(CNC(=O)c2ccc(Br)o2)cc1	100
17	COc1ccc(C(C(O)C(=O)c2c[nH]c3ccccc23)N2CCN(c3ccccc3)CC2)cc1 (centres undefined)	102
18	Cn1c(-c2ccc(Br)o2)nc2cc(Br)ccc21	99
19	O=C(c1ccccc1)N1CCN(C2CCCCCC2)CC1	69
20	COc1cc(OC)cc(C(=O)Nc2cc(NC(=O)c3ccco3)ccc2OC)c1	79
21	COC(=O)c1cc(-c2ccccc2)n[nH]1	87
22	O=C(Nc1cccc(N2CCCC2)c1)c1cccs1	74
23	CN1Cc2c(N)cccc2C(c2ccccc2)C1 (centres undefined)	93
24	CCN(CC)C1=CC(=O)OC12CCCCC2	97
25	O=c1[nH]c(Cc2cccs2)nc2ccccc12	103

# Two entries from above, field by field:
[6] Cc1onc(-c2c(F)cccc2Cl)c1C(=O)Nc1ccc(S(=O)(=O)Nc2ncccn2)cc1
  SK-BR-3 tox 24h = 89
[14] Cc1ccc(-c2nn3c(-c4ccco4)nnc3c3ccccc23)cc1S(=O)(=O)NCC1CCCO1 (centres undefined)
  SK-BR-3 tox 24h = 78

# (next part)
No.	smiles	SK-BR-3 tox 24h
26	C=CCOc1ccc(C2c3c(oc4ccccc4c3=O)C(=O)N2CCCN2CCOCC2)cc1 (centres undefined)	97
27	COc1ccc(C)cc1NC(=O)CCN1CCCC1	85
28	CCOc1ccc2nc(NC3=NCN(Cc4ccco4)CN3)nc(C)c2c1	97
29	CCC(C)[C@H](NC(=O)NC1CCCc2ccccc21)C(=O)O (some centres undefined)	87
30	COc1cccc(OC)c1C(=O)Nc1ccc(CN2CCOCC2)cc1	99
31	COCc1nnc(NS(=O)(=O)c2ccc(C)cc2)s1	103
32	CN(C)c1ccc(CN(C)C2CCCCC2)cc1	120
33	CCOc1ccc2nc3ccc4[nH]onc4c3c2c1	73
34	CC1=C(C(=O)OC(C)C)C(c2ccncc2)n2ncnc2N1 (centres undefined)	91
35	O=C(NCc1ccc2c(c1)OCO2)C1CCN(C(=O)Nc2ccc(Cl)cc2)CC1	95
36	COc1ccc(S(=O)(=O)N2CCC(C(=O)NCCC3=CCCCC3)CC2)cc1OC	95
37	COc1ccc(S(=O)(=O)N2CCCC(C(=O)N3CCCCCC3)C2)cc1 (centres undefined)	98
38	O=c1[nH]c(-c2ccccn2)nc2ccccc12	73
39	CC(=O)NC(Cc1ccc(C)cc1)C(=O)NC1CCN(C(=O)c2cnccn2)CC1 (centres undefined)	81
40	CCc1nnc(NC(=O)CSc2nnc3scc(-c4ccc(C)cc4)n23)s1	150
41	CCCCC(=O)Nc1cc(NC(=O)CCCC)cc(C(=O)O)c1	101
42	CCn1c(SCC(=O)N2CCC(C(N)=O)(N3CCCCC3)CC2)nc2ccccc2c1=O	93
43	COc1ccc(CNC(=O)c2csnn2)cc1	88
44	CC(=O)NC1C(=O)Nc2c1cccc2C(F)(F)F (centres undefined)	89
45	Cn1c(CNc2nc3ccccc3n2CCN2CCCCC2)nc2ccccc21	78
46	O=C(NCc1ccncc1)c1cnccn1	84
47	Cn1nnc(NC(=O)CSc2ccc(Cl)cc2)n1	100
48	CCOC(=O)CCCCC(=O)c1[nH]c(=O)[nH]c1CSc1nc2ccccc2[nH]1	85
49	CCc1nc(SCc2cccnc2)[nH]c(=O)c1C	89
50	O=C(CSc1nnc(Cc2cccs2)n1Cc1ccco1)Nc1cc(Cl)cc(Cl)c1	103
51	Cn1cnnc1SCCC(=O)Nc1ccccc1	89
52	CCOC(=O)c1cc(C#N)c(N)nc1C	97
53	O=C(c1ccc(Cl)cc1)N1CCN(c2nc(N3CCCCC3)nc(N3CCCCC3)n2)CC1	117
54	Cc1cc2nc(NC3=NCN(CCN4CCOCC4)CN3)nc(C)c2cc1C	90
55	CCOC(=O)c1sc2ncn(C(C)C(=O)OC)c(=O)c2c1C (centres undefined)	78
56	C=C1C2(C(=O)Nc3nccs3)CCC(C2)C1(C)C (centres undefined)	111
57	Cc1ccc(Cn2c(-n3nc(C)cc3C)nc3c2c(=O)[nH]c(=O)n3C)cc1	101
58	O=C(Nc1cccc2c1C(=O)NC2=O)c1ccc(S(=O)(=O)N2CCCC2)cc1	109
59	Cc1cc(Nc2ccc3ccccc3c2)n2ncnc2n1	90
60	CCCn1c(C)cc(=O)c2cc(NC(=O)c3ccccn3)ccc21	81
61	Cc1ccn2c(NC3CCCCC3)c(C)nc2c1	64
62	CCN(CC)c1nc(C#N)cc(-c2ccc(OC)cc2)n1	95
63	N#Cc1nc(Cc2ccccc2)oc1NCCN1CCOCC1	77
64	O=C(CSc1nnc(-c2ccc(F)cc2)o1)c1ccc2c(c1)OCCO2	96
65	CCc1ccccc1NC(=O)CC(O)(C(=O)OC)C(F)(F)F (centres undefined)	91
66	CCOC(=O)Nc1cccc(Cl)c1C	92
67	CCn1c(SCC(=O)Nc2cc(OC)ccc2OC)nnc1C1CCCCC1	79
68	COCC(=O)N(C)C1(c2nnnn2CCOC(=O)Nc2ccc(Cl)cc2)CCCC1	88
69	COCCN1CN=C(Nc2nc(C)c3ccc(C)cc3n2)NC1	88
70	O=C(O)CCCC(=O)Nc1ccccc1Br	92
71	CN(C)c1nc2c(c(=O)n(C)c(=O)n2C)n1Cc1ccccc1	90
72	CCOc1ccc(C2C(C#N)=C(N)Oc3cc(C)n(CCN4CCOCC4)c(=O)c32)cc1OCC (centres undefined)	87
73	O=c1cc(-c2ccccc2)[nH]c2[nH]n(-c3ccccc3)c(=O)c12	77
74	Cn1c(=O)cc(SCC(=O)NCCCN2CCN(c3ccc(F)cc3)CC2)c2ccccc21	68
75	COCCCNc1nc2ccccc2nc1NS(=O)(=O)c1cccs1	84

# Later entries
No.	smiles	SK-BR-3 tox 24h
76	CCc1nc(SCC(=O)Nc2cc(C)on2)n[nH]1	81
77	O=C(NCCOC(=O)C1COc2ccccc2O1)C1COc2ccccc2O1 (centres undefined)	95
78	CCOC(=O)c1[nH]c(C)c(/C(O)=C2\C(=O)C(=O)N(CCN(C)C)C2c2ccco2)c1C (centres undefined)	96
79	Cc1nn(-c2nc3ccccc3s2)c(N)c1-c1ccccc1	96
80	O=C(COc1cccc(-n2cnnn2)c1)N1CCOCC1	101
81	COc1cc(NC(=O)CS(=O)(=O)c2ccccc2)cc(OC)c1OC	112
82	O=C(Cn1c(=O)oc2ccccc21)NCc1ccco1	99
83	Cc1cc(C)c2[nH]c(=O)c(CN(Cc3ccc4c(c3)OCO4)Cc3nnnn3C3CCCC3)cc2c1	123
84	N#Cc1c2n(c3c(=O)n(Cc4ccc(Cl)cc4)cnc13)CCCC2	108
85	Cc1cc(NC(=O)CCn2c(=O)sc3ccccc32)no1	101
86	C=CCOC(=O)C1=C(C)NC(SCC(=O)Nc2ccc(C)c(Cl)c2)=C(C#N)C1c1ccco1 (centres undefined)	61
87	COc1ccc(S(=O)(=O)N2CCC(C(=O)N3CCCCCC3)CC2)cc1	95
88	Cc1ccc2[nH]c3c(c2c1)CN(C(=O)CN1CCSCC1)CC3	110
89	CCCNc1ncccc1C(N)=O	52
90	O=C(COc1ccccc1Br)c1ccc(O)cc1O	87
91	COCc1cc(C)nc(SCC(=O)NCc2ccco2)c1C#N	85
92	C=C1CC2C=C(NC(C)=O)CC(C1)C2 (centres undefined)	105
93	N#Cc1c(-c2cccs2)cc(-c2cccnc2)nc1N	88
94	O=C(OCC#CCSc1nc2ccccc2o1)c1ccco1	69
95	NC(=O)CC(NC(=O)OCc1ccccc1)C(=O)O (centres undefined)	115
96	Cc1cc(C)cc(-n2nnnc2SCC(=O)Nc2cccc(NC(=O)c3ccco3)c2)c1	75
97	CSC1=N/C(=C\C=C\c2cccs2)C(=O)S1	122
98	O=C(O)CN1C(=O)Nc2ccc(Br)cc2C1c1ccccc1 (centres undefined)	125
99	Cc1ccc(-n2ncc(C#N)c2/N=C/N2CCOCC2)cc1	83
100	CCCN(Cc1cc2ccc(C)cc2[nH]c1=O)C(=O)c1ccccn1	102

# In another format: 2 of the compounds above.
(80) O=C(COc1cccc(-n2cnnn2)c1)N1CCOCC1
  SK-BR-3 tox 24h: 101
(81) COc1cc(NC(=O)CS(=O)(=O)c2ccccc2)cc(OC)c1OC
  SK-BR-3 tox 24h: 112

# Continuation.
No.	smiles	SK-BR-3 tox 24h
101	Nc1nonc1-c1noc(-c2ccccc2Br)n1	99
102	CCCn1c(SCC(=O)Nc2cccc(C)n2)nnc1-c1ccco1	88
103	Cc1nc(C)c(C(=O)C2=C(O)C(=O)N(CCCn3ccnc3)C2c2ccccc2)s1 (centres undefined)	86
104	COc1nc(NCCN2CCOCC2)nc(Nc2ccccc2)n1	103
105	Cc1ccc(Nc2cccccc2=O)cc1	88
106	O=C(Nc1cccc2cccc(NC(=O)c3ccco3)c12)c1ccco1	85
107	O=C(Nc1ccccc1-c1nnn(CC(=O)N2CCN(c3ccccc3)CC2)n1)c1cccs1	84
108	CCCN1C(=O)C(O)(C2CC(=O)CC(C)(C)O2)c2ccccc21 (centres undefined)	99
109	O=C(CNCC1CCCO1)N1CCCc2ccccc21 (centres undefined)	85
110	CCOC(=O)CC1=Nc2ccccc2NC(=O)C1	116
111	CC(C)Cc1nc(N2CCOCC2)c(C#N)c2c1COC(C)(C)C2	102
112	Oc1ccccc1C(=S)N1CCCCCC1	86
113	CCCCN(C)CCC(=O)Nc1ccc(OC)cc1OC	89
114	[N-]=[N+]=CC(=O)CCCN1C(=O)c2ccccc2C1=O	87
115	O=C(c1ccccc1)c1nc[nH]c1C(=O)Nc1ccccn1	92
116	O=C(Nc1nccs1)c1ccc(COc2ccc(F)cc2)o1	87
117	N#CCc1nc2n(n1)Cc1ccccc1-2	91
118	CCC(=O)Nc1nnc(SCC(=O)Nc2ccc(F)cc2)s1	81
119	CCC(=O)Nc1ccc(N2CCN(Cc3ccccc3)CC2)cc1	86
120	O=C(Nc1ccc2nc(-c3cccs3)c(-c3cccs3)nc2c1)N1CCOCC1	81
121	COC(=O)C(C)Sc1nc2c(c(=O)n1-c1ccccc1)SCC2 (centres undefined)	107
122	CCCCc1[nH]c(=O)c(C#N)c2c1CSC(C)(C)C2	99
123	COc1ccc(N(CC(=O)NCc2cccc(OC)c2)S(=O)(=O)c2c(C)noc2C)cc1	86
124	CCOC(=O)CSc1nc(N)c(C(=O)Nc2ccc(N(C)C)cc2)s1	80
125	Cc1oc(-c2ccccc2)cc1C(N)=O	86
126	CC(C)C(=O)NCCc1nc2ccccc2n1C	90
127	C=CCNC(=O)c1ccccc1Cl	83
128	O=C(CSc1n[nH]c(-c2ccncc2)n1)NCCc1ccccc1	79
129	CN1CCN(C(=O)c2cnn3c(C(F)F)cc(C4CC4)nc23)CC1	102
130	CCN1/C(=C/C(C)=O)Sc2ccc(OC)cc21	83
131	COc1ccc(-c2noc(CN(C)S(=O)(=O)c3ccc(C)cc3)n2)cc1	97
132	COc1ccccc1OCC(O)Cn1c(=N)n(CCN2CCCCC2)c2ccccc21 (centres undefined)	79
133	COc1ccc(Cl)cc1C(=O)n1nc(C)cc1C	99
134	CCCCC(CC)C(=O)Nc1ccccc1C#N (centres undefined)	107
135	CC(=O)c1cccc(NC(=O)N2CCc3ccccc3C2)c1	87
136	COc1ccc(CC(NC(C)=O)C(=O)NC2CCN(C(=O)Nc3ccc(C#N)cc3)CC2)cc1OC (centres undefined)	95
137	CC(=O)Nc1ccccc1O	97
138	COc1ccc(C(=O)/C=C/Nc2cccc(C)n2)cc1OC	82
139	COc1ccc(C(=O)N2c3cc4c(cc3C(C)=CC2(C)C)OCO4)cc1	93
140	CC1CN(c2nc3ccccn3c(=O)c2/C=C(\C#N)S(=O)(=O)c2ccccc2)CC(C)O1 (centres undefined)	87
141	Cc1csc(NC(=O)CNC(=O)OCc2ccccc2)n1	112
142	COc1ccc(OC)c(NC(=O)CCC(=O)Nc2nnc(C(F)(F)F)s2)c1	86
143	Cc1nn(C(=O)CN2C(=O)c3ccccc3C2=O)c(C)c1Br	92
144	CCOC(=O)c1cnc(SCC(=O)N2CCN(c3ccccc3)CC2)nc1N	99
145	Cc1cc2ccccc2n1CCNC(=O)c1ccccc1	101
146	CC(C)OC(=O)Cn1c(=O)sc2ccccc21	60
147	CCN(CC)CCN1C(=O)C(O)=C(C(=O)c2cccs2)C1c1ccc(C)o1 (centres undefined)	121
148	CCN1CCN(CCCNC(=O)c2cn(CCOC)c(=O)c3c2c2ccccc2n3C)CC1	75
149	Cc1ccc(-n2ncc(C(=O)O)c2C2CCN(C(=O)OC(C)(C)C)CC2)cc1	102
150	COc1ccccc1OCCCn1c(C)c(C#N)c2ccccc21	77

# Two records drawn at random from those above, as already listed:
No.	smiles	SK-BR-3 tox 24h
148	CCN1CCN(CCCNC(=O)c2cn(CCOC)c(=O)c3c2c2ccccc2n3C)CC1	75
131	COc1ccc(-c2noc(CN(C)S(=O)(=O)c3ccc(C)cc3)n2)cc1	97

# Compound activity as filed in PubChem BioAssay.

# The list is partial, so the mix of outcomes need not match the whole.
